# TLR4 MyD88 blk = blocks binding of human TLR4 to MyD88 | inhibition, % at 10 µM | AID 811 | Cell-based TLR4-MyD88 binding inhibition assay | hit rate 0.06% among 16,000 | O00206; in the data active = inhibition above about 45%
# KOR antag MB = OPRK1 (human) antagonism, Maybridge screen. hit rate 0.4% among 16,000. inhibition, % at 9 µM. OPRK1 cells, antagonist mode, fluorescence readout; in the data active = inhibition above about 50%
# Target sequence (P41145 whole entry, looked up): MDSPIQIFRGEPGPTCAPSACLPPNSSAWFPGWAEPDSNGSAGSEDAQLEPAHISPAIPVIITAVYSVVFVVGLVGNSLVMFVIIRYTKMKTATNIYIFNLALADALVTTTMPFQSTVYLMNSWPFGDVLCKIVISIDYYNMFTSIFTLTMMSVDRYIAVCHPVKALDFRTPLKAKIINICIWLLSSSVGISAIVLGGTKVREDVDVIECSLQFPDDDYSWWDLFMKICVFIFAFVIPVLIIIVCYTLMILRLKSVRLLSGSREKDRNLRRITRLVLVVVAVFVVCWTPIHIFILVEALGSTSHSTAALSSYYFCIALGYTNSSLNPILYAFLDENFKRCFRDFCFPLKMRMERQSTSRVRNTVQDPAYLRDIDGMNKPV
# rat GALR2 ag = GALR2 (rat) receptor agonism; activation, % at 10 µM; O08726; cell-based GALR2 agonist screen; hit rate 0.5% among 16,000; in the data active = activation above about 15%
# S1P1 ag = activates the human S1P1 receptor. P21453. S1P1 agonist cell-based reporter assay. activation, % at 4.5 µM. hit rate 1.5% among 16,000. AID 1044; in the data active = activation above about 80%
# Target sequence (P21453 whole entry, looked up): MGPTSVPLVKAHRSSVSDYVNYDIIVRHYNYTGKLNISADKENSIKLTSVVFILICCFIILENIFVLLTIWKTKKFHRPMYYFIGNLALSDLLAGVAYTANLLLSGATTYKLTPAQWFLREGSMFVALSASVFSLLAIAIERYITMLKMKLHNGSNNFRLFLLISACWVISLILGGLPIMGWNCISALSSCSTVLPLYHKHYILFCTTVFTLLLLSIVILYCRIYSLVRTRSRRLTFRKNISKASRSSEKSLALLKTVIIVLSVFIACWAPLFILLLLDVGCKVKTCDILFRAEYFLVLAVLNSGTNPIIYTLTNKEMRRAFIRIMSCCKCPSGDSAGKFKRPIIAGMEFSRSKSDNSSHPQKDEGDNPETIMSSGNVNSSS
# luminol inh ctr = counter-screen for Nox1 inhibitors: inhibitors of luminol chemiluminescence | HRP/luminol/H2O2 chemiluminescence counterscreen | inhibition, % at 6.7 µM | hit rate 0.4% among 16,000 | AID 1823; note: reference of the scale not given here
# Nox1 inh = human Nox1 inhibition | HT29 cells, luminol chemiluminescence ROS | hit rate 0.81% among 16,000 | Q9Y5S8 | inhibition, % at 6.7 µM
# NOTCH agonist = activates NOTCH signaling in reporter cells. NOTCH signaling luciferase reporter cells, luminescence. activation, % at 2.5 µM. hit rate 0.4% among 15,000. AID 434982; in the data active = activation above about 2.2%
# PME-1 Maybridge = Maybridge compound blocking human PME-1; recombinant PME-1, FP-Rh probe fluorescence polarization; inhibition, % at 9 µM; AID 2291; hit rate 0.5% among 16,000; in the data active = inhibition above about 30%
# Numbers without * were called inactive; nt = no result given. Cut-off read from the data, not from the text of the source, unless noted: active = inhibition above about 75%; inactive = the rest.
SMILES,TLR4 MyD88 blk,KOR antag MB,rat GALR2 ag,S1P1 ag,luminol inh ctr,Nox1 inh,NOTCH agonist,PME-1 Maybridge
FC(F)(F)c1cc(C(F)(F)F)n2ncc(-c3nc(-c4ccc(Cl)cc4)cs3)c2n1,8.2,9.4,-9.3,7.4,1.3,-47.1,-0.9,0.7
CSc1sc(C(=O)NC(=S)Nc2ccccc2Cl)cc1S(=O)(=O)C(C)C,-1.2,2.3,-9.3,4.7,7.5,-32.6,-0.5,-15.0
COc1cccc(/C(C#N)=C/O)c1,-0.4,-2.8,-3.4,0.9,-2.3,-36.8,0.1,5.9
CCn1nc(C)c(Br)c1-c1nc(CS(=O)(=O)c2ccsc2)no1,-0.1,0.0,-0.2,-33.6,-2.9,-20.0,-0.3,2.7
O=C(CSc1nnc(-c2ccncc2)o1)N1CCc2ccccc21,26.7,-5.6,-5.4,9.3,2.8,-39.3,-0.9,22.8
Cn1nc(C(C)(C)C)cc1C(=O)Sc1ccccc1,3.5,-1.3,-4.7,5.8,4.0,-6.5,-0.6,-0.6
Cc1ccc(N2C(=O)CSC23CCCCC3)cc1C,0.2,1.6,1.8,-8.8,-1.7,-30.8,-0.5,3.5
CSc1s[s+]c(SC)c1-c1ccccc1,1.4,-13.4,-7.2,77.7,0.0,-7.5,-0.7,2.1
c1ccc(C2=NCCN=C2c2ccccc2)cc1,0.8,-1.9,-8.0,-9.8,1.6,-11.4,0.2,-3.9
NC(=NC(=O)c1cccc(Cn2cc(C(F)(F)F)ccc2=O)c1)c1ccc(Cl)cc1,3.2,-33.0,-8.1,4.5,1.0,-28.6,-0.4,-5.2
O=C(O)c1cc(=O)[nH]c2ccccc12,2.2,-6.3,-8.6,1.1,0.8,0.6,0.0,2.5
Cc1ccc(SCC(=O)Nc2ccc(F)cc2F)cc1,1.6,-1.8,-5.1,11.6,-8.4,15.2,0.3,13.2
CCO/C(C)=N/OC(=O)Nc1ccc(OC(F)(F)F)cc1,5.0,13.8,-3.8,-13.5,-0.6,-57.2,-0.6,0.6
CSc1c(C#N)c(-c2ccc(Cl)cc2)nn1C(=O)c1cccs1,-2.0,2.5,4.1,-9.3,-4.3,5.7,-0.1,-7.8
CCOc1ccsc1NC(=O)Nc1cccc(C(F)(F)F)c1,2.1,9.5,-6.5,-0.1,0.3,4.2,-0.3,1.4
O=C(/C(=C/C(=O)c1cccs1)c1ccccc1)c1ccccc1,2.6,-14.7,-10.4,32.6,3.1,-32.6,-0.4,-4.6
COc1ccc(NC(=O)N2CCC(C(=O)O)CC2)cc1OC1CCCC1,-7.8,7.5,-4.9,-1.2,1.6,-16.2,-0.4,1.8
Cc1nc([N+](=O)[O-])cn1CCCOc1ccc(Cl)cc1,-8.1,3.6,-5.8,0.2,-7.8,33.7,0.1,5.1
NNC(=O)c1nccnc1N,3.3,-14.0,-5.2,-3.8,6.8,-47.4,-0.4,1.1
Cc1ccc(C(C)NC2(C#N)C3CC4CC(C3)CC2C4)c(C)c1 (stereo unspecified),-5.3,6.6,-4.5,6.9,-7.1,-5.8,-0.3,4.3
COc1cccc(CC(=O)NNC(=O)c2cnn(-c3ccccc3)c2C)c1,4.2,-7.9,-3.2,-7.4,-2.2,-5.0,0.1,-0.5
Oc1c(Br)cc(Br)cc1/C=N/n1cnnc1,7.1,12.4,-3.7,2.2,-7.3,1.4,-0.2,-1.4
O=C1c2ccccc2C(=O)c2c(NC3CCCCC3)ccc(NC3CCCCC3)c21,9.8,18.8,-9.2,-7.6,3.1,-55.5,0.2,-2.0
CC(=O)O/N=C(/N)c1csc([N+](=O)[O-])c1,3.4,-7.7,-7.9,-6.1,0.8,-58.7,-0.6,4.2
CCOC(=O)C1=C(Nc2ccc(OC(C)=O)cc2)C(=O)N(C(C)(C)C)C1,-4.4,-22.7,-2.9,-11.2,3.5,83.5*,-0.2,-2.1
SMILES,TLR4 MyD88 blk,KOR antag MB,rat GALR2 ag,S1P1 ag,luminol inh ctr,Nox1 inh,NOTCH agonist,PME-1 Maybridge
Cc1cc(C)c(Nc2nnc(SCC(=O)c3ccccc3)s2)cc1C,6.3,-33.9,-6.8,3.5,4.1,-21.8,0.2,-0.9
Cc1c(-c2ccccc2)sc(/N=C/c2cc(Cl)cc(Cl)c2O)c1C#N,-1.0,-1.0,6.4,10.2,8.3,38.0,0.9,8.0
Cc1ccc(S(=O)(=O)N(CCc2cccs2)CC(=O)O)cc1,-5.4,7.6,-4.2,2.7,-2.8,11.9,-0.4,3.9
NNC(=O)c1cc2cc(OC(F)(F)F)ccc2[nH]1,-1.2,4.5,-7.7,0.0,4.6,6.5,-0.3,-3.4
O=C(OC1CSc2nc3ccccc3n2C1)c1ccc([N+](=O)[O-])o1 (stereo unspecified),-12.3,12.1,-7.3,-3.8,-3.2,-11.7,-0.4,8.4
O=C1NCC(c2ccccc2)Oc2ccccc21 (stereo unspecified),0.9,27.3,2.5,16.4,-4.5,33.3,-0.7,5.8
COC(=O)c1sc(C(F)(F)F)c(-c2ccccc2)c1S(=O)(=O)Oc1cccc(C)c1,8.4,-10.5,-8.0,-9.4,-3.6,22.1,-0.2,0.7
O=S(=O)(NCc1ccc(-c2csnn2)cc1)c1cc(C(F)(F)F)cc(C(F)(F)F)c1,0.5,1.1,-2.0,2.2,-4.7,11.9,-1.0,0.2
O=[N+]([O-])c1ccc(N2CC=CCC2)nc1,0.5,15.4,-2.1,-13.1,-0.3,23.6,-0.6,-2.0
COC(=O)CCCCCCCC(=O)Nc1nnc(C(F)(F)F)s1,3.9,-28.4,1.5,-14.4,2.2,-46.6,-0.3,-4.4
CC(=O)CCC(=O)c1cccs1,5.6,23.4,-2.7,1.6,-5.3,-2.0,0.3,5.2
COc1ccccc1C1CCN(c2ccc([N+](=O)[O-])cn2)CC1,-2.3,21.6,-3.3,24.0,-4.3,18.0,-0.8,3.7
O=C1OC(C(F)(F)F)N=C1c1ccccc1 (stereo unspecified),-12.1,7.6,-6.7,24.9,-6.5,-24.2,-0.1,4.2
N#C/C=C/c1ccc(Br)cc1C(F)(F)F,-6.5,8.8,-6.0,4.9,2.0,-28.0,0.2,-3.1
CC(C)(C)c1cc(N)nc(N)n1,2.9,12.8,-6.5,-5.7,1.1,-6.4,-0.6,-3.4
O=C(CSC1CN(C(c2ccccc2)c2ccccc2)C1)NNC(=O)Nc1ccccc1,-3.1,-36.0,-6.1,2.7,-0.9,-43.2,-0.7,1.5
CCOC(=O)c1ccc2c(c1)CC/C(=C\c1ccc(F)cc1)C2=O,0.6,-7.8,-8.5,3.4,-1.0,-5.4,-0.1,1.6
COc1ccc(/C=N/NC(=O)c2sc(=S)n(-c3ccccc3)c2N)cc1,-4.3,-4.1,0.7,2.6,3.8,-20.9,-0.6,4.2
CNC(=O)n1nc(C)c(Cc2csc3ccc(Cl)cc23)c1C,6.4,-5.0,-4.5,10.7,0.2,-12.0,-0.2,47.8*
C(=NCC1CCC(CN=Cc2ccco2)CC1)c1ccco1 (stereo unspecified),1.1,35.6,-5.9,0.9,2.2,-48.2,-0.4,-2.9
COc1ccc(-n2ncc(C(=O)Nc3ccc4nccnc4c3)c2C)cc1,-14.4,-4.9,-8.7,3.8,-7.8,27.4,0.2,5.7
O=C(c1ccccc1)c1ccc(-n2cccc2)c([N+](=O)[O-])c1,4.4,4.1,-6.9,34.3,3.9,-70.4,0.0,0.6
CS/C(N)=N/N=C/c1ccc(N(C)C)cc1,1.4,7.1,-6.4,13.8,-51.4,48.3,nt,4.5
Cc1nc(S(=O)(=O)N(C)C2CCCCC2)cn1C,-9.0,-6.0,-7.3,1.9,-7.7,5.7,0.1,8.2
Cc1cc(NNC(=O)c2ccc([N+](=O)[O-])o2)c2ccccc2n1,8.1,2.5,-5.2,-3.3,-6.3,31.7,-0.1,2.4
SMILES,TLR4 MyD88 blk,KOR antag MB,rat GALR2 ag,S1P1 ag,luminol inh ctr,Nox1 inh,NOTCH agonist,PME-1 Maybridge
COc1ccc(-n2ncc(NC(=O)NCc3cccs3)c2C)cc1,3.0,-1.1,0.2,-7.9,-1.0,-63.2,-0.2,4.5
Cc1cccc(NC(=O)C2CCCCC2)c1C(=O)O,-2.2,-15.6,-4.7,-14.6,-1.3,-50.0,-1.0,-0.5
CCOC(=O)c1sc(SCCS(=O)(=O)c2ccc(Cl)cc2)c(C#N)c1-c1ccccc1,-6.7,-5.2,-4.9,-6.0,-0.3,-29.5,-0.6,-0.3
Cc1cc(NC(=O)/C(C#N)=C/c2ccc(Cl)cc2Cl)no1,6.0,8.5,-1.3,3.7,9.1,-48.5,-0.3,1.8
CC(C)(C)NC(=S)Nc1ccc([N+](=O)[O-])cc1Cl,-8.6,1.9,-6.1,22.4,16.3,1.0,-0.1,2.3
O=C1OC2(CCCCC2)OC(=O)C1=Cc1ccoc1,7.8,12.8,0.5,-12.2,5.4,-66.2,-0.1,-3.3
COc1ccc(CC(=O)NCc2cc3ccccc3s2)cc1OC,-8.3,-1.5,-3.0,18.6,2.5,-92.4,-0.7,3.4
CN(C)C(=O)CSCCOc1ccccc1,-4.4,0.9,-8.3,-15.6,-6.2,7.5,nt,5.0
COc1ccc(-c2csnn2)cc1S(=O)(=O)Nc1ccccc1,6.9,3.9,-2.7,10.9,-6.7,11.2,-0.7,6.9
NS(=O)(=O)c1cc([N+](=O)[O-])c(N2CCOCC2)s1,2.4,-8.8,-5.7,1.2,0.3,-40.0,-0.5,0.5
Cc1ccc(C(N)=S)c(=O)[nH]1,10.0,9.6,-0.3,5.5,4.5,-18.5,-0.2,3.0
COc1ccc2c(c1)CCCC2=Nc1ccccc1C(F)(F)F,-1.3,-5.1,-6.5,76.9,-0.6,-2.2,-0.1,1.6
FC(F)(F)c1ccc(-c2n[nH]c(=S)n2Cc2ccco2)cc1,-4.3,-9.6,-6.2,19.9,0.1,-20.6,-0.1,1.8
O=C1/C(=C/c2ccc3c(c2)OCO3)CCCc2ccccc21,-8.7,-24.6,-3.5,11.4,1.7,-36.8,-0.2,-1.0
O=S(=O)(NCc1ccc2c(c1)CCO2)c1ccccc1,-7.2,13.6,-4.7,-15.8,-1.7,1.6,0.3,0.8
CC(C)NC(=O)NNC(=O)c1cccc(COc2ccc(C3SCCS3)cc2)c1,-7.9,4.6,-5.4,5.2,-2.5,-23.7,-1.0,-5.2
O=C(CCN1C(=O)c2ccccc2C1=O)Nc1ccccc1C(F)(F)F,4.5,0.5,-1.8,17.6,-3.8,25.4,-0.1,7.2
Cc1ccc(S(=O)(=O)Oc2cc(=O)n(-c3ccccc3)c3c2c(=O)n(C)c(=O)n3C)cc1,-10.4,0.6,-9.7,7.7,-4.8,8.5,-0.3,7.3
COC(=O)/C(C#N)=C\c1cc([N+](=O)[O-])ccc1N1CCOCC1,5.1,3.9,-6.2,5.3,1.2,-11.7,-0.4,9.5
O=C1CCN(c2ccc(Cl)cc2)N1,9.6,14.2,-1.8,11.2,-44.7,-30.6,-0.3,-1.1
O=c1ccc(C(F)(F)F)c[nH]1,-5.9,15.3,-4.0,-1.0,-3.6,-5.3,0.5,3.3
O=C(Oc1ccc([N+](=O)[O-])cc1C1SCCS1)c1ccc([N+](=O)[O-])o1,-3.0,-3.1,-8.1,3.8,3.0,-24.6,-0.6,4.8
O=C(NNc1ccccn1)Nc1csnc1-c1c(Cl)cccc1Cl,9.8,-6.0,-5.7,7.4,0.7,-81.8,0.4,1.9

# Structural class: the compounds so far containing a cyano group (8)
SMILES,TLR4 MyD88 blk,KOR antag MB,rat GALR2 ag,S1P1 ag,luminol inh ctr,Nox1 inh,NOTCH agonist,PME-1 Maybridge
COc1cccc(/C(C#N)=C/O)c1,-0.4,-2.8,-3.4,0.9,-2.3,-36.8,0.1,5.9
CSc1c(C#N)c(-c2ccc(Cl)cc2)nn1C(=O)c1cccs1,-2.0,2.5,4.1,-9.3,-4.3,5.7,-0.1,-7.8
Cc1ccc(C(C)NC2(C#N)C3CC4CC(C3)CC2C4)c(C)c1 (stereo unspecified),-5.3,6.6,-4.5,6.9,-7.1,-5.8,-0.3,4.3
Cc1c(-c2ccccc2)sc(/N=C/c2cc(Cl)cc(Cl)c2O)c1C#N,-1.0,-1.0,6.4,10.2,8.3,38.0,0.9,8.0
N#C/C=C/c1ccc(Br)cc1C(F)(F)F,-6.5,8.8,-6.0,4.9,2.0,-28.0,0.2,-3.1
CCOC(=O)c1sc(SCCS(=O)(=O)c2ccc(Cl)cc2)c(C#N)c1-c1ccccc1,-6.7,-5.2,-4.9,-6.0,-0.3,-29.5,-0.6,-0.3
Cc1cc(NC(=O)/C(C#N)=C/c2ccc(Cl)cc2Cl)no1,6.0,8.5,-1.3,3.7,9.1,-48.5,-0.3,1.8
COC(=O)/C(C#N)=C\c1cc([N+](=O)[O-])ccc1N1CCOCC1,5.1,3.9,-6.2,5.3,1.2,-11.7,-0.4,9.5

# Bioassay records from PubChem.
